cardiac RTF act: cardiac RTF calcium sensitivity activators, primary screen, biochemical, IANBD-TnC fluorescence, EC20 calcium. actives 0.24% (n = 340,000). Troponin I, cardiac muscle (Homo sapiens) + Troponin T, cardiac muscle (Homo sapiens) + …. activation, % at 7.2 µM. IANBD-labeled TnC RTF fluorescence at EC20 calcium; 0% EC20 calcium, 100% full calcium;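 active means activation above the mean over all tested compounds plus 3 SD, cut at about 30% in these data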;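 further: rise in fluorescence read as greater calcium sensitivity of cardiac thin filaments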
CAL PDZ FP-1: untagged CAL PDZ binding inhibitors, primary screen, biochemical, fluorescence polarization, HTS; Golgi-associated PDZ and coiled-coil motif-containing protein (Homo sapiens), Q9HD26; purified CAL PDZ, TMR-peptide fluorescence polarization, 1 h; inhibition, % at 24.9 µM; actives 0.92% (n = 300,000); AID 602252, 2012;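 active means mean inhibition of at least 30% with at least half of replicates also reaching 30%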;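 further: 0% = DMSO neutral control and 100% = excess unlabeled competitor peptide PRC23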
MITF TRPM1 HTS: activators of MITF-driven TRPM1 promoter reporter, primary screen, cell-based, SK-MEL-5, luciferase, single point; SK-MEL-5 TRPM1-promoter luciferase, 24 h; % of positive control, neutral wells = 0; activation, % at 12.5 µM; actives 0.75% (n = 300,000);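 active means mean activation of at least 80% with every replicate also reaching 80%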;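 further: 0% = neutral control wells and 100% = parthenolide positive control wells; values of inactives mirror those of a sister screen read the other way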
dFosB act: activators of delta FosB homodimer, primary screen, biochemical, fluorescence polarization, TAMRA-CDK5 oligo, single point; Protein FosB (Mus musculus), P13346; purified delta FosB; percent of positive-control signal above neutral wells; activation, % at 25 µM; actives 0.99% (n = 340,000);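 active means mean activation above about 17%, with every replicate also reaching it, limit read from the data, passing the limit was not always enough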;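 further: fluorescence polarization rise as delta FosB binds a TAMRA Cdk5 AP-1 oligo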
Target sequence (P13346 whole entry, looked up): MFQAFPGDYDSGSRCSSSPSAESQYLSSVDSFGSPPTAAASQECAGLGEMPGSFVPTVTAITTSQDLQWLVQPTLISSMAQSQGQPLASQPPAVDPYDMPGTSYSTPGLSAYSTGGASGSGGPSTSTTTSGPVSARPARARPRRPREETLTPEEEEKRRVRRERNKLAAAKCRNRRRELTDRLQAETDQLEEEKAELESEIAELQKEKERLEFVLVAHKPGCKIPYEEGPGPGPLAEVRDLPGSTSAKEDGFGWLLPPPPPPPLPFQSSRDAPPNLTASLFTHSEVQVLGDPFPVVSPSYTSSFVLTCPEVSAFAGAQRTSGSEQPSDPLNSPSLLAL
CDK5 p35 inh: inhibitors of human CDK5/p35 kinase, primary screen, biochemical, single concentration. AID 488839, 2010. Recombinant CDK5/p35, ADP-Glo luminescence, 60 min. Cyclin-dependent kinase 5 (Homo sapiens) + Cyclin-dependent kinase 5 activator 1 (Homo …. inhibition, % at 10 µM. actives 0.01% (n = 330,000);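 active means highest replicate inhibition of at least 50% and at least 75% of replicates reaching 50%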;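 further: plate controls were DMSO neutral control for no effect and GW8510 at 10 µM for full effect; many of its hits are not listed in these tables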
Target sequence (Q00535 whole entry, looked up): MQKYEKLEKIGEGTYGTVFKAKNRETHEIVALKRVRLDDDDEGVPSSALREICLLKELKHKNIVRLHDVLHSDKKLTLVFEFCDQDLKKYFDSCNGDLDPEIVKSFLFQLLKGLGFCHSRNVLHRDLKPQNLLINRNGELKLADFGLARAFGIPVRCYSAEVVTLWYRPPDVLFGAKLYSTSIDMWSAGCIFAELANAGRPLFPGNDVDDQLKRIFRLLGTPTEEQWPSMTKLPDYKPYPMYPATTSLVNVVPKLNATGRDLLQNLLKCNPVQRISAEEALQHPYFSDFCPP
Target sequence (Q15078 whole entry, looked up): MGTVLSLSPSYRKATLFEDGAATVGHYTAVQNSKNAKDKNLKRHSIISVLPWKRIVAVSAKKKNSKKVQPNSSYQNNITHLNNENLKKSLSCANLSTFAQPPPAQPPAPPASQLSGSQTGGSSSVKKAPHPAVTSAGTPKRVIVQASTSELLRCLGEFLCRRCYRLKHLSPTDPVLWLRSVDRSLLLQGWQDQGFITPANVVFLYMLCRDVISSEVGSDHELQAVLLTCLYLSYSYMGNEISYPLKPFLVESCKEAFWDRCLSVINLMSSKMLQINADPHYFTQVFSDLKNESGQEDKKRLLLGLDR
Tat transport: E. coli Tat export inhibitors, primary screen, MC4100, TorA-mCherry reporter, fluorescence, single point. actives 0.036% (n = 340,000). AID 488895, 2010. inhibition, % at 10 µM;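 active means mean replicate inhibition at least 50% and at least half of replicates individually reaching 50%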;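 further: exported cargo escapes ClpAP degradation while cytoplasmic cargo is degraded and loses fluorescence; 0% = median of neutral control wells and 100% = median of NaSCN control wells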
CAL PDZ FP-2: CAL PDZ peptide-binding inhibitors, primary screen, biochemical, fluorescence polarization, Cer-tagged CAL PDZ, HTS | purified CAL PDZ, TMR-peptide fluorescence polarization, 1 h | inhibition, % at 20 µM | actives 0.02% (n = 330,000) | AID 504414, 2011;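 active means highest replicate inhibition of at least 40%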;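 further: plate controls were DMSO neutral control wells for no effect and unlabeled competitor peptide control wells for full effect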
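Control set: unlabelled peptide and DMSO controls / Material: purified CerCALP PDZ construct / Timing: 1 h incubation at room temperature before polarization reading / Doses: 20 µM, one dose / Detection: fluorescence polarization (mP)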
Wnt bcat act: Wnt/beta-catenin pathway activators, primary screen, cell-based, plate reader, single point; Wnt/beta-catenin reporter cell assay, activator; activation, % at 9.35 µM; AID 743398, 2014; actives 1.2% (n = 300,000); in the data active means activation above about 30%, passing the limit was not always enough;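 further: 0% = neutral control wells and 100% = positive control wells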
Rtt109 HAT inh: inhibitors of C. albicans Rtt109/Vps75 HAT, primary screen, biochemical, ThioGlo CoA-SH fluorescence, plate reader; actives 0.16% (n = 330,000); purified Rtt109/Vps75, 4 h; Histone acetyltransferase RTT109 (Candida albicans (strain SC5314 / ATCC MYA-2876)), …; AID 540336, 2011; inhibition, % at 34.9 µM;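 active means inhibition of at least 50% in every replicate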
V-ATPase pH: regulators of yeast V-ATPase proton pumping, primary screen, pHLuorin cytosolic pH fluorescence. S. cerevisiae. response, % at 10 µM. actives 0.37% (n = 350,000). AID 504577, 2011; in the data active means response mostly above about 7.3%, no sharp cut-off; inactive means mostly below about 5.4%; further: actives read high; inactives centre near 0; some compounds called inactive have numbers as strong as hits
* hit, by the source's call; / = not tested or not shown.

SMILES	cardiac RTF act	CAL PDZ FP-1	MITF TRPM1 HTS	dFosB act	CDK5 p35 inh	Tat transport	CAL PDZ FP-2	Wnt bcat act	Rtt109 HAT inh	V-ATPase pH
O=C(NCC1CCCO1)C1c2ccccc2C(=O)N1C1CCCCCC1 (stereo unspecified)	-2.3	1.6	-4.8	-0.6	-1.6	-1.5	-0.3	-0.1	-5.3	3.5
O=C(c1ccc(C(F)(F)F)cc1)C1CCCN(C(=O)CCc2cnccn2)C1 (stereo unspecified)	4.8	-2.7	-10.9	-9.7	-2.0	4.7	-1.7	-3.3	/	-0.5
O=C(CNc1ccc2ccccc2c1)N/N=C/c1ccc([N+](=O)[O-])o1	8.8	-1.9	-61.2	31.0*	-0.8	0.3	-1.9	13.4	-2.8	-1.3
CCc1ncc(CN2CCCC(C(=O)Nc3cccc(-c4ccc(F)cc4)c3)C2)cn1 (stereo unspecified)	-1.1	-5.9	0.5	-19.0	0.2	13.4	-3.3	0.9	17.9	-4.5
CCCc1nnc(NC(=O)CS(=O)(=O)c2ccc(C)cc2)s1	-5.2	-2.9	4.6	-13.7	1.4	3.7	-2.0	-1.9	12.6	-1.8
CC(C)NC(=O)C(c1ccc(F)cc1)N(C(=O)CCC(=O)Nc1ccccn1)C1CCCCC1 (stereo unspecified)	0.3	-4.0	5.9	-5.2	4.1	4.5	-2.1	1.7	24.4	-1.8
Cc1ccccc1C(=O)N1CCc2cc(-c3csc(NC(=O)CN4CCCC4)n3)ccc21	-1.9	-4.6	10.5	9.4	1.6	2.2	-3.0	-3.0	10.3	-3.8
CCCCN1C(=O)NC2NC(=O)NC21 (stereo unspecified)	-3.2	-2.9	2.6	-6.3	-1.5	1.9	-2.6	/	/	-1.2
COc1ccc(C(=O)NCc2nnc(SCC(=O)NCCc3ccccc3)o2)cc1	-0.7	-4.2	7.6	-8.2	-3.2	-2.1	-0.6	-1.2	2.0	3.8
Cc1snc2sc(C(=O)c3ccc(Br)cc3)c(N)c12	3.6	-3.5	88.4*	4.9	0.8	-2.9	0.2	/	9.2	-1.8
Cc1ccc(N2C(=O)CC(n3ccnc3)C2=O)cc1C (stereo unspecified)	-2.7	-3.6	-3.3	-3.4	-0.8	5.9	-3.2	4.9	-1.1	-2.3
COc1ccc(N2CCN(S(=O)(=O)c3c(C)nc4scc(C)n4c3=O)CC2)cc1	-0.9	-4.7	-8.9	-10.0	0.7	-8.3	-2.0	-3.2	2.7	-6.0

Overlap with the part before: two entries, followed by the next part.
SMILES	cardiac RTF act	CAL PDZ FP-1	MITF TRPM1 HTS	dFosB act	CDK5 p35 inh	Tat transport	CAL PDZ FP-2	Wnt bcat act	Rtt109 HAT inh	V-ATPase pH
Cc1ccc(N2C(=O)CC(n3ccnc3)C2=O)cc1C (stereo unspecified)	-2.7	-3.6	-3.3	-3.4	-0.8	5.9	-3.2	4.9	-1.1	-2.3
COc1ccc(N2CCN(S(=O)(=O)c3c(C)nc4scc(C)n4c3=O)CC2)cc1	-0.9	-4.7	-8.9	-10.0	0.7	-8.3	-2.0	-3.2	2.7	-6.0
CC1CCCC(C)N1S(=O)(=O)c1ccc(S(=O)(=O)N2CCOCC2)cc1 (stereo unspecified)	2.9	/	11.7	-3.3	0.2	-6.3	-1.2	-2.8	-5.1	0.9
CCOC(=O)c1c(NC(=O)CSc2ncccn2)sc(C(=O)NC)c1C	-8.5	/	-6.6	-5.8	-0.4	-7.1	-0.8	-1.7	1.0	-1.7
COc1ccccc1CNC(=O)CN1C(=O)C(C)N(c2ccc(C)cc2)C1=O (stereo unspecified)	0.4	10.1	-1.9	-4.0	-0.7	-4.8	-0.6	0.1	9.8	-2.6
CCOc1cc(C(=O)NC(C)c2ccncc2)cc(OCC)c1OCC (stereo unspecified)	-2.8	-1.9	-16.5	-2.6	-0.4	-4.9	-0.6	/	13.8	-4.3
Cc1ccc(-n2cc(CN3CCN(Cc4nccn4C)CC3)c(-c3cccc(C)c3)n2)cc1	10.7	/	32.1	-16.2	1.1	3.2	-2.3	2.3	2.4	0.8
CCC(=O)c1ccc(OCC(O)Cn2nnc3ccccc32)cc1 (stereo unspecified)	-1.8	-0.4	23.6	-6.5	-0.2	1.4	0.4	3.1	8.9	2.0
COc1ccc(C)cc1S(=O)(=O)N(CC(=O)Nc1ccc2c(c1)OCCO2)Cc1ccccc1	0.4	0.0	3.8	-1.2	1.8	8.3	/	-4.1	0.9	-0.8
CCOC(=O)C1=c2s/c(=C\c3ccncc3)c(=O)n2C(N)=C(C(=O)OC)C1c1ccncc1 (stereo unspecified)	2.4	/	21.7	5.0	-2.7	0.4	-0.9	-1.1	-5.4	-1.2
Cc1c(NC(=O)Nc2cccc([N+](=O)[O-])c2)c(=O)n(-c2ccccc2)n1C	-0.9	-0.1	0.0	0.4	-1.7	-3.6	-0.1	0.8	-2.3	4.5
COC(=O)CNC(=O)C1CCCN1C(=O)OC(C)(C)C (stereo unspecified)	3.2	0.7	-9.3	-5.3	-1.0	-4.2	-0.3	-1.8	-12.9	3.6
CCn1c(=N)n(CC(O)COc2ccc(C)cc2)c2ccccc21 (stereo unspecified)	0.0	-0.4	19.2	3.6	-1.1	-0.4	-0.2	0.5	-3.3	-2.1
Cc1ccccc1C(=O)NC1CCN(CC(=O)Nc2ccc(Br)cc2)CC1	-7.2	-0.5	-6.1	-6.7	1.3	3.0	-1.1	-0.3	-4.8	-1.1
Cc1ccc(-n2cccn2)c(CN2CCC(CO)(CCc3ccccc3)CC2)c1	6.3	2.5	3.6	-12.0	-0.4	3.8	-0.4	-2.6	-8.6	0.8
COc1ccccc1CN1CCC(CNS(=O)(=O)c2cc(-c3onc(C)c3C)ccc2OC)CC1	-2.6	-0.3	-23.8	-30.8	-0.1	5.6	-0.4	-1.7	4.8	0.9
Cc1cccc(-c2nn(-c3ccccc3)cc2C(=O)N(C)CC(=O)Nc2ccc(N3CCOCC3)cc2)c1	-16.3	-5.2	19.9	-1.1	-3.3	-7.8	-2.4	0.7	4.4	-7.4
CC(C)c1nccn1S(=O)(=O)c1cc(Cl)ccc1Cl	3.9	-1.7	-13.6	-1.6	0.4	-6.0	-0.3	/	-1.0	/
CCN(CCO)c1nc(SC)nc2c1sc1nc(-c3ccco3)c3c(c12)CCC3	-5.0	-5.2	/	-9.5	-0.9	1.9	-2.9	/	12.4	-7.1
COCCNC(=O)C(c1ccccc1)N(Cc1cccs1)C(=O)Cn1nnc2ccccc21 (stereo unspecified)	-1.5	2.2	0.2	-7.4	0.2	1.1	/	/	-14.5	23.7*
Cc1cc(-c2nnc(-c3cccc(Cl)c3)o2)no1	0.2	5.6	/	-5.3	0.7	-5.7	-1.5	52.6*	-12.8	0.2
CCCCn1c(=O)c(CCC(=O)OCC(=O)NC(C)c2ccccc2)nc2ccccc21 (stereo unspecified)	-1.9	-2.5	4.4	-11.9	-0.5	9.4	-2.5	-1.0	3.8	-2.2
CCC(=O)N1CCc2cc(S(=O)(=O)NC(Cc3ccccc3)C(=O)NC3CCCC3)ccc21 (stereo unspecified)	4.6	-3.3	/	-5.2	-2.0	1.8	-0.6	/	-3.7	0.4
CCc1nc(N2CCCC(C)C2)c2oc3ccccc3c2n1 (stereo unspecified)	-0.3	/	-6.2	-16.7	-2.0	6.3	-4.1	/	2.5	-0.3
O=C(c1ccccc1)c1nn(-c2ccccc2)c2nnc(Cc3ccccc3)c(=O)n12	-3.1	-4.4	-10.3	-13.3	0.7	4.5	-1.1	-2.6	16.6	-3.5
Brc1cccc(CNc2nc3ccccc3n2CCN2CCCCC2)c1	-3.0	-1.9	0.3	-2.9	-1.3	-1.1	0.2	3.0	17.7	0.7
Cc1ccc2c(c1)cc1c(=O)n(CC(=O)NCc3ccccn3)nc(C)n12	-7.1	0.5	-6.0	5.4	/	0.7	-2.6	/	7.7	0.6
Cc1cc(=O)n2nc(N3CCCC3C(=O)Nc3cccc(Cl)c3C)sc2n1 (stereo unspecified)	3.1	/	6.5	-3.9	2.4	6.0	-1.0	-1.7	-10.5	2.0
CCC1CCCCN1C(=O)COC(=O)c1n[nH]c2ccccc12 (stereo unspecified)	-0.7	-3.1	9.7	6.0	-0.3	-4.9	/	-1.5	-6.6	-1.1
CN(CC(=O)Nc1c(Cl)cccc1Cl)C(=O)CNC(=O)c1ccc2ccccc2c1	-2.1	-3.2	1.0	-11.2	1.0	-5.8	-3.2	0.6	-4.5	-7.0
CC(C)(C)OC(=O)NCCCCCNC(=O)c1[nH]cnc1C(=O)Nc1cccc(Cl)c1	-2.8	-7.6	-8.2	1.0	-1.4	-3.1	0.4	-2.7	4.2	7.3
Cc1cc(C)nc(SCC(=O)Nc2ncc3c(n2)CC(C)(C)CC3=O)n1	-1.0	-2.2	-6.4	1.1	0.3	-3.7	-0.4	-1.0	5.4	3.8
Cc1c(Cl)cccc1NC(=O)COC(=O)C12CC3CC(CC(O)(C3)C1)C2	1.0	-1.8	23.0	-5.6	-2.3	-11.1	-1.0	4.1	1.2	3.1
Cc1sc(NC(=O)/C=C/c2ccc3c(c2)OCO3)nc1-c1ccccc1	-2.2	-0.1	-18.5	-6.5	0.6	2.0	-1.5	2.1	-5.1	-3.5
Cc1ccc(CC(=O)Nc2nccs2)cc1C	8.0	-1.4	13.0	2.7	-0.7	9.0	-1.9	-2.2	-5.8	1.8
COC(=O)c1[nH]c2cccc(OC)c2c1NC(=O)CCN1CCN(c2ccccc2OC)CC1	-3.5	/	-18.9	-3.9	-1.7	-7.1	-1.0	/	2.7	-0.5
Cn1c(NC2CCCCC2)cc(=O)n(C)c1=O	-6.6	-4.0	/	5.0	0.6	-16.4	-0.9	-0.2	-4.8	-2.1
O=C(Cc1cccs1)Nc1cccc(-c2nc3ccccc3[nH]2)c1	6.7	1.1	23.5	-5.0	2.0	3.0	-4.9	2.5	2.5	-0.8
Nc1oc2ccccc2c(=O)c1C=O	-2.3	-2.5	-2.6	-2.7	-0.8	7.6	-0.1	-4.2	-15.4	1.4

Bioassay records (PubChem)
